HIV peptide binding = inhibitors of HIV fusion peptide binding, primary screen, biochemical, uHTS, fluorescence dequenching (AID 1986) | cell-free peptide binding, fluorescence dequenching, 30 min; higher % means a stronger effect | inhibition, % at 20 µM; hits with a dose series show IC50 in µM | 290,000 compounds, 0.3% hits; in the data active = inhibition mostly above about 52%, no sharp cut-off; inactive = mostly below about 76%; also: some results filed as inactive read as strong as hits
AID2073 = inhibitors of Mint1-CaV2.2 protein interaction, biochemical, HTRF (AID 2073); 290,000 compounds, 0.19% hits; HTRF protein-protein interaction, Mint1-CaV2.2; higher % means a stronger effect; Voltage-dependent N-type calcium channel subunit alpha-1B (Homo sapiens); inhibition, % at 20 µM; hits with a dose series show IC50 in µM; in the data active = inhibition mostly above about 51%, no sharp cut-off; also: some results filed as inactive read as strong as hits
Yfh1-off respiration = enhancers of respiration in Yfh1-depleted yeast, dose response, Friedreich's ataxia, plus single-dose screen (AID 1465) | S. cerevisiae Yfh1-off respiration, WST-1 reduction, 72 h; higher fold induction means a stronger effect | fold induction at 50 µM; hits with a dose series show EC50 in µM | 220,000 compounds, 0.074% hits;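 active = fold induction of absorbance versus untreated yeast above a set limit, then at least 30% activation at any dose in follow-up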;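 also: activators that raise dye reduction in frataxin-depleted yeast; strong numbers were not always called active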
West Nile virus CPE = West Nile virus antiviral activity, cell-based, CPE readout (AID 1621) | West Nile virus-infected cells, CPE inhibition; higher % means a stronger effect | CPE inhibition, % at 10 µM, or IC50 in µM where a hit was titrated | 290,000 compounds, 0.02% hits; in the data active = a potency from the dose series; also: strong numbers were not always called active
NS5 inhibitors = Dengue-2 NS5 methyltransferase inhibitors, primary screen, biochemical, confirmation dose response (AID 588689) | 340,000 compounds, 0.3% hits | Dengue-2 NS5 methyltransferase capping enzyme assay, biochemical; higher % means a stronger effect | Genome polyprotein (Dengue virus type 2 (strain 16681-PDK53)) | one-dose inhibition, % at 25 µM; IC50 in µM for titrated hits; in the data active = a potency from the dose series
KOR beta-arrestin-1 = KOR agonists, beta-arrestin recruitment, primary screen, cell-based, luminescence, uHTS (AID 1777). Kappa-type opioid receptor (Homo sapiens). KOR beta-arrestin recruitment, luminescence; higher % means a stronger effect. activation, % at 10 µM, or EC50 in µM where a hit was titrated. 280,000 compounds, 0.02% hits; in the data active = activation above about 50%, passing the limit was not always enough; also: a part of the inactive calls stands beside numbers as strong as those of hits
KOR beta-arrestin-2 = KOR antagonists, beta-arrestin recruitment, cell-based, luminescence, uHTS (AID 1778); Kappa-type opioid receptor (Homo sapiens); KOR beta-arrestin recruitment, luminescence, antagonist mode; higher % means a stronger effect; 290,000 compounds, 0.091% hits; one-dose inhibition, % at 10 µM; IC50 in µM for titrated hits; also: strong numbers were not always called active
NOD1 inhibition = NOD1 signaling inhibitors, primary screen, cell-based, luminescence, uHTS (AID 1578); NOD1-driven NF-kB luciferase reporter cells, luminescence; higher % means a stronger effect; inhibition, % at 4 µM; hits with a dose series show EC50 in µM; 290,000 compounds, 1% hits; in the data active = inhibition mostly above about 36%, no sharp cut-off; inactive = mostly below about 34%;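 also: HEK-293T reporter cells stimulated with the NOD1 agonist gamma-tri-DAP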
NOD2 inhibition = NOD2 signaling inhibitors, cell-based, luminescence, uHTS, HEK293 (AID 1566) | HEK293 NOD2/NF-kB luciferase reporter, luminescence; higher % means a stronger effect | one-dose inhibition, % at 4 µM; EC50 in µM for titrated hits | 290,000 compounds, 0.63% hits; also: many of its hits are not listed in these tables
NS5 inhibitors pilot replicate = recorded beside NS5 inhibitors, whose call it bears; inhibition, %; measured here: pilot screen replicate inhibition
* marks the source's active call; other numbers are inactive results; i = inactive; · = not tested or not shown; [ ] = dose if it differs, or a comment. Rule as the data show it, unless noted: active = inhibition above about 50%; inactive = the rest. The list is partial. The share of hits here may be higher or lower than overall.

SMILES | HIV peptide binding | AID2073 | Yfh1-off respiration | West Nile virus CPE | NS5 inhibitors | KOR beta-arrestin-1 | KOR beta-arrestin-2 | NOD1 inhibition | NOD2 inhibition | others
COc1ccc(O/C(=N\S(=O)(=O)c2ccccc2)c2ccccc2)cc1 | -1.0% | 2.3% | i | -0.2% | -4.9% | 1.6% | -17.3% | -14.6% | 9.0%
CC1(C)Cc2ccccc2-c2nnc(SCC(=O)Nc3ccc4c(c3)OCO4)n21 | -0.1% | -2.2% | i | -0.7% | -5.2% | -2.4% | -40.4% | -0.3% | -0.4%
CCN(CC)S(=O)(=O)c1cccc(C(=O)N[C@H](C(=O)OCC(=O)Nc2ccccc2)C(C)C)c1 | -0.8% | -6.6% | i | 0.6% | 0.8% | 0.4% | -12.8% | -24.7% | 5.0%
Cc1nc(SCC(=O)Nn2c(-c3ccccc3)nc3ccccc3c2=O)n[nH]1 | 1.6% | 5.7% | i | 0.0% | -5.4% | -1.0% | -2.4% | -5.9% | -7.6%
Cc1onc(-c2ccccc2)c1C1=N/C(=C\c2ccccc2F)C(=O)O1 | 0.2% | -3.2% | i | -0.7% | -9.0% | 1.6% | -33.5% | -49.0% | 2.2%
CCN(C(=O)c1ccc2c(Cl)c3c(nc2c1)CCC3)c1ccc(C)c(C)c1 | 1.9% | 11.5% | i | 0.4% | -0.7% | 6.5% | 28.7% | 10.3% | 10.7%
CCCc1c(O)nc(SCC(=O)NCc2ccco2)[nH]c1=O | 1.5% | -5.9% | i | 0.2% | -10.2% | -1.8% | -5.4% | -27.1% | 12.5%
CCn1c(SCC(=O)Nc2cc(OC)c(OC)c(OC)c2)nnc1-c1cccs1 | 4.4% | 1.0% | i | -0.6% | -2.0% | 12.9% | -27.5% | 16.5% | 8.7%
CNC(=O)/C(=C\c1ccco1)NC(=O)c1ccco1 | -1.8% | -5.2% | · | -0.1% | 3.9% | 1.4% | 18.0% | -24.7% | -9.2%
Nc1cccn2c(-c3ccc(Cl)c(Cl)c3)cnc12 | 53.1% | 16.8% | i | -0.2% | -26.5% | -13.0% | -22.8% | 35.9% | 19.6%
CCCc1nn2c(=O)cc(CSCC(=O)Nc3ccc(OC)cc3)nc2s1 | 0.1% | -10.7% | · | 0.1% | -11.6% | 0.9% | -11.9% | -24.4% | -6.7%
Cc1ccccc1N1C(S)=C(C#N)C(=O)NC12CCCCC2 | -2.7% | 31.6% | i | 0.0% | 12.2% | -1.7% | -45.6% | 17.7% | 4.8%
O=C(O)c1ccccc1-c1ccccc1C(=O)Nc1cccc(-c2nc3ccccc3o2)c1 | 23.0% | 13.6% | i | 0.4% | 8.2% | -2.1% | -19.0% | -21.6% | 0.6%
CCN1CCN(CCCN(Cc2ccco2)C(=S)Nc2cc(Cl)ccc2C)CC1 | -1.2% | 32.1% | i | -1.2% | -3.8% | 2.3% | 13.4% | -18.6% | -13.9%
O=C(Nc1ncc(Cc2cccc(Cl)c2Cl)s1)C1CCCO1 (configuration not stated) | -1.0% | -8.2% | i | -0.7% | -3.2% | · | -24.2%[20 µM] | -57.3% | -91.1%
O=S1(=O)N=C(Nc2ccc(O)cc2)c2ccccc21 | -1.7% | 0.8% | i | 0.0% | -4.6% | -2.7% | -12.3% | -49.0% | 24.5%
COc1ccc(N2CCN(Cc3nc(-c4ccc(Cl)cc4Cl)no3)CC2)cc1 | -1.0% | -5.9% | i | -0.7% | -1.6% | 4.4% | 13.5% | -18.7% | 10.6%
Cc1cc(C)c2c(N)c(C(=O)c3ccc(Br)cc3)oc2n1 | -1.4% | 2.1% | i | -0.5% | -5.4% | 3.4% | 23.6% | 68.7%* | 19.8%
O=S(=O)(c1ccccc1)n1cc(-c2ccccn2)c(N2CCOCC2)n1 | -0.4% | -8.2% | i | -0.1% | -6.2% | 3.5% | -32.2% | -32.0% | -8.1%
O=C(N=Nc1c(O)n(Cc2ccccc2)c2ccccc12)c1cc2ccccc2cc1O | -4.6% | 34.6% | i | -0.8% | 5.1% | 2.1% | 20.3% | -30.3% | -7.3%

Looked up by compound from above:
SMILES | HIV peptide binding | AID2073 | Yfh1-off respiration | West Nile virus CPE | NS5 inhibitors | KOR beta-arrestin-1 | KOR beta-arrestin-2 | NOD1 inhibition | NOD2 inhibition | others
CCN1CCN(CCCN(Cc2ccco2)C(=S)Nc2cc(Cl)ccc2C)CC1 | -1.2% | 32.1% | i | -1.2% | -3.8% | 2.3% | 13.4% | -18.6% | -13.9%
CCN(C(=O)c1ccc2c(Cl)c3c(nc2c1)CCC3)c1ccc(C)c(C)c1 | 1.9% | 11.5% | i | 0.4% | -0.7% | 6.5% | 28.7% | 10.3% | 10.7%
Cc1cc(C)c2c(N)c(C(=O)c3ccc(Br)cc3)oc2n1 | -1.4% | 2.1% | i | -0.5% | -5.4% | 3.4% | 23.6% | 68.7%* | 19.8%
COc1ccc(N2CCN(Cc3nc(-c4ccc(Cl)cc4Cl)no3)CC2)cc1 | -1.0% | -5.9% | i | -0.7% | -1.6% | 4.4% | 13.5% | -18.7% | 10.6%

(list continues)
SMILES | HIV peptide binding | AID2073 | Yfh1-off respiration | West Nile virus CPE | NS5 inhibitors | KOR beta-arrestin-1 | KOR beta-arrestin-2 | NOD1 inhibition | NOD2 inhibition | others
CCc1cccc(CC)c1NC(=O)c1cccc(N)c1 | 1.7% | 2.5% | i | -0.3% | -2.4% | -2.3% | -17.6% | 10.9% | 11.3%
CCCn1c2ccccc2c2cn[nH]c(=O)c21 | 0.6% | 19.5% | · | 0.3% | 1.3% | 2.1% | -31.5% | 0.5% | 2.6%
OC1NC(=S)N(c2ccccc2)C1O (configuration not stated) | -0.4% | -8.3% | i | 0.1% | 5.4% | 5.5% | 11.0% | -10.0% | 3.6%
COC(=O)C1=CN(Cc2ccccc2)C=C(C(=O)OC)C1c1ccc(OC)c(OC)c1 | -1.4% | 16.8% | · | -0.8% | -2.6% | 7.8% | -19.2%[20 µM] | 2.1% | -1.0% | NS5 inhibitors pilot replicate=-4.9
O=C(Nc1ccc(S(=O)(=O)N2CCCC2)cc1)c1ccc(Br)o1 | 2.2% | -0.8% | · | -0.3% | 8.9% | -1.7% | -40.1% | · | ·
O=C(NC1CCC(O)CC1)c1cccc2cccnc12 (configuration not stated) | 0.5% | 10.0% | · | -0.6% | 0.9% | -1.8% | 4.8% | -7.5% | -4.6%
CCNC(=O)COC(=O)CCNC(=O)c1ccc(Cl)cc1 | -0.9% | 6.6% | i | -0.1% | -6.3% | 5.7% | -9.5% | -17.1% | 4.2%
Cc1ccnc(NS(=O)(=O)c2ccc(NC(=O)Cc3c(F)cccc3Cl)cc2)n1 | 2.2% | 3.1% | · | 0.1% | 1.7% | -1.7% | -19.5%[20 µM] | 3.5% | 9.5%
COc1ccc(-n2c(SCC(=O)N3CCCC3)nc3ccccc3c2=O)cc1 | 1.2% | -0.4% | i | -0.5% | · | · | 13.6%[20 µM] | -28.4% | 7.8%
Fc1ccc(NC(=S)N2CCc3ccccc32)cc1 | -0.5% | -20.9% | · | -1.2% | 0.0% | -2.0% | -31.4%[20 µM] | -21.3% | -1.8% | NS5 inhibitors pilot replicate=-0.6
O=C(CSc1ccc(Cl)cc1)NNC(=O)c1cccnc1 | 0.8% | 0.8% | i | 0.8% | 4.5% | 6.4% | 16.8% | -30.7% | -21.3%
CC1(C)NC(=O)N(CNc2cc(Cl)ccc2Cl)C1=O | -2.7% | -7.4% | i | 0.0% | 0.8% | -1.8% | 33.1% | 1.6% | 15.9%
CCC(=O)Nc1ccc(NC(=O)c2ccc3ccccc3c2)cc1 | 0.6% | 22.2% | · | -0.4% | 3.3% | -5.9% | 9.7%[20 µM] | 10.5% | -12.5% | NS5 inhibitors pilot replicate=0.3
O=C(c1ccc2oc(CCc3ccccc3)nc2c1)N1CCC(O)CC1 | 1.1% | 5.5% | · | -0.5% | -5.2% | -2.8% | -9.8% | -56.7% | -32.5%
Cc1cc(C)n(-c2nc3ccccc3c(=O)n2OCC(N)=O)n1 | -1.5% | -0.4% | i | 0.9% | 2.6% | -2.0% | 8.0% | 9.5% | 8.8%
O=C(NCc1ccco1)C(c1cccs1)N(Cc1ccccc1)C(=O)Cn1nnc2ccccc21 (configuration not stated) | -0.8% | -6.7% | i | 1.3% | -7.6% | 3.1% | 9.5% | -6.4% | 7.9%
Oc1c(Cl)cc(Cl)cc1/C=N/c1nc(-c2ccc(Cl)cc2)cs1 | 11.2% | 7.3% | i | -0.1% | 4.6% | -1.3% | 9.3% | -1.7% | 1.6%
COc1ccc2nc(SCC(=O)NC(C)C)[nH]c2c1 | -0.8% | -0.8% | i | -0.9% | -0.8% | -3.2% | 28.4% | -25.5% | -0.6%
COC(=O)c1c(NC(=O)c2nc3ccccc3s2)sc2c1CC(C)(C)NC2(C)C | 0.3% | 27.0% | · | · | 0.0% | -3.3% | -4.6% | -5.6% | 20.9%
C/C(CC1(O)C(=O)Nc2ccccc21)=N\O (configuration not stated) | 1.6% | -6.9% | i | -0.3% | -2.7% | -6.8% | 2.5% | 2.8% | 9.5%
COc1ccccc1C1CC(=O)NC(SCC(=O)Nc2ccccc2)=C1C#N (configuration not stated) | 4.5% | 6.8% | i | -0.4% | -4.2% | -9.3% | 4.3% | -15.5% | -0.2%
O=C(CSc1ccc2nnc(CCNC(=O)c3ccccc3)n2n1)NCc1ccco1 | 1.3% | 4.5% | · | 0.1% | -0.7% | 0.4% | 10.1% | -30.8% | -18.1%
C/C(=N\NC(=O)COc1c(C)cccc1C)c1cccs1 | -1.5% | 7.3% | i | 1.9% | -5.5% | · | 0.3%[20 µM] | -27.7% | -1.4%
Cc1cc(C(=O)NCc2ccco2)c2cc(F)ccc2n1 | 0.2% | 13.2% | i | -0.6% | -1.6% | -4.4% | 2.3% | -26.9% | 5.3%
CC1CCN(CC(O)Cn2c3ccccc3c3ccccc32)CC1 (configuration not stated) | 0.3% | -4.4% | · | -1.6% | -3.1% | -6.4% | -30.8% | -11.4% | -6.3%
Cc1cc(N2C(=O)c3ccc(C(=O)Nc4ccc(O)cc4C(=O)O)cc3C2=O)no1 | 10.2% | 11.6% | · | 0.7% | 4.0% | 2.8% | -3.5% | 1.4% | 6.6%
CN(C)CCCN(C(=O)c1ccco1)c1nc2ccc(Cl)cc2s1 | -0.8% | -5.7% | i | 37.1% | -12.6% | -5.5% | -22.0% | -44.5% | 13.4%
Cc1ccc(/C=C/C(=O)O)cc1S(=O)(=O)N1CCc2ccccc2C1 | 2.5% | 1.4% | i | 0.4% | 0.0% | -2.2% | 9.7% | -47.9% | 13.9%
O=C1C2C3CCC(CC3)C2C(=O)N1c1ccccc1 (configuration not stated) | -0.5% | 6.8% | · | 0.2% | 1.6% | 1.9% | -32.1% | 1.5% | -8.6%
COc1ccc(OC)c2c1CCC2=O | 0.1% | 25.6% | i | 0.2% | 0.0% | -3.8% | -11.5% | -28.6% | -7.0%
CCSc1nsc(NC(=O)Nc2cccc(OC)c2)n1 | 1.5% | -0.1% | · | -1.5% | 0.0% | -4.7% | -10.3%[20 µM] | 52.2% | 17.5% | NS5 inhibitors pilot replicate=-6.7
O=C(OCC(=O)c1ccc[nH]1)c1ccc(S(=O)(=O)N2CCCCCC2)cc1 | -0.1% | 1.5% | i | 0.2% | 0.0% | -2.7% | 4.1% | -10.2% | 4.8%
